Bioassay records as filed in PubChem BioAssay.
TR SRC2 fluor cs: alters Texas Red total fluorescence, flagging assay interference; TRb/SRC2 Texas Red total fluorescence interference; Potency, µM (titrated, usually from 106 µM), for inactives: top-dose fluorescence change, negative = quenching; 280,000 compounds, 0.29% hits; AID 1479; active means well fitted curve in either direction with a large enough effect; inconclusive means small, poorly fitted or top-dose-only effect
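Flags fluorescent or light-absorbing compounds by total fluorescence, S + 2P, at 555 nm excitation and 632 nm emission. Mixture: 20 nM Texas Red SRC2 peptide, 0.6 uM human TRb LBD, 1 uM T3, 5% DMSO; compound exposure 5 h at ambient temperature.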
RGS12 GoLoco inh: inhibitors of human Gai1-RGS12 GoLoco interaction (red fluorophore); P63096; Gai1:RGS12 GoLoco peptide FP, rhodamine, 10 min; Potency, µM (highest dose often 61.6 µM), inactives show at the highest dose activity, negative = inhibition, most hits filed as inhibitors; 230,000 compounds, 0.44% hits; AID 880; active means well fitted inhibition curve with a large enough effect, not every such curve was filed as active; inactive means no such curve, though single readings can be large or run the other way; further: nearly all actives have a fitted effect of over 30% in size; many of its hits are not listed in these tables
Target sequence (P63096 whole entry, looked up): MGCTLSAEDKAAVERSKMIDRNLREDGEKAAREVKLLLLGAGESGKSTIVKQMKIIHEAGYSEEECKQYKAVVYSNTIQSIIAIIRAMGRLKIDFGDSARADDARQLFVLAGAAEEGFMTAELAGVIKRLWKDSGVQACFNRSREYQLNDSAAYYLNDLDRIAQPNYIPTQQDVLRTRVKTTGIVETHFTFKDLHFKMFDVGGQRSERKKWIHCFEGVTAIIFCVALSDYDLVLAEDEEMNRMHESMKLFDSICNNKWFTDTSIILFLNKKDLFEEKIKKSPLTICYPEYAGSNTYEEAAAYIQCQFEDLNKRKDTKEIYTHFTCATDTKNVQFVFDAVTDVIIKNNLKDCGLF
RECQ1 inh: inhibitors of human RECQ1 DNA helicase; 240,000 compounds, 0.54% hits; RECQ1 DNA unwinding, red fluorescence kinetic read; Potency, µM (titrated, usually from 57.3 µM), without a hit: top-dose activity, negative = inhibition, hits mostly inhibitors; P46063;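 further: plate controls were vehicle for no effect and no enzyme for full effect; nearly all actives have a fitted effect of over 30% in size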
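RECQ1T1 50 nM; forked duplex (20 bp + 30-nt ss tails) 200 nM, ATP 2 mM final; pH 8.0, 2 mM MgCl2, 2.5 ug/ml poly(dI-dC); 15 min compound preincubation; discontinuous kinetic read over 2 h at RT.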
Tau FP inhib: inhibitors of human tau fibril formation | P10636 | K18 P301L tau heparin fibrillization, Alexa594 FP, 6 h | Potency, µM (doses to about 57.7 µM), for inactives: at the top dose activity, negative = inhibition, hits mostly inhibitors | 280,000 compounds, 0.39% hits | AID 1468; further: nearly all actives have a fitted effect of over 55% in size
Target sequence (P10636 561-689 P618L limits assumed): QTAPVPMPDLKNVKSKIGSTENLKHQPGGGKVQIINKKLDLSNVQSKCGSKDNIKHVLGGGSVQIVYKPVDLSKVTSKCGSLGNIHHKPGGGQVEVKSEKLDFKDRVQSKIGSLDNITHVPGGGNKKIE
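Heparin (20 uM) drove fibril formation of recombinant tau K18 P301L, 15 uM unlabeled with 0.24 uM Alexa 594 label, for 6 hr at 37 C in 100 mM sodium acetate pH 7. Fluorescence polarization (555/632 nm) read 1 hr after 30 uM ThT.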
TRb-SRC2 inh: disrupts binding of human TR beta to SRC2. 280,000 compounds, 0.065% hits. P10828. TRbeta-SRC2 peptide binding, fluorescence polarization; receptor liganded with 1 µM T3. AID 1469. Potency, µM (doses to about 106 µM), for inactives: at the highest dose activity change, negative = inhibition, actives largely listed as inhibitors;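 further: plate controls were bound peptide for no effect and peptide without receptor for full effect; nearly all actives have a fitted effect of over 50% in size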
Target sequence (P10828 whole entry, looked up): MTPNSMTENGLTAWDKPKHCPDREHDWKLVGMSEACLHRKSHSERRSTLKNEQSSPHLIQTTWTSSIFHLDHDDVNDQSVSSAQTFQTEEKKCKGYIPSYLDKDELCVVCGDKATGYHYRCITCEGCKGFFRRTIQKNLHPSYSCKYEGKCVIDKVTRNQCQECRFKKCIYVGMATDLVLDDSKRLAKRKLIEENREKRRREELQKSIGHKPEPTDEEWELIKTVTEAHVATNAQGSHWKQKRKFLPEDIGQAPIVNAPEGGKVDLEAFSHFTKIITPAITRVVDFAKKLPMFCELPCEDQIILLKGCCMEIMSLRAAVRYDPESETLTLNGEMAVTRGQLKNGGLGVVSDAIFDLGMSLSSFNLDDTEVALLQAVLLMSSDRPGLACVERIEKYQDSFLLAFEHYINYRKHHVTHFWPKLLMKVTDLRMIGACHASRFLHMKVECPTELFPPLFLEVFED
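Assay buffer: 20 mM Tris-HCl, 100 mM NaCl, 10% glycerol, 1 mM EDTA, 0.01% NP-40, 1 mM DTT, 1 uM T3, 5% DMSO; TRb LBD 0.6 uM, Texas Red SRC2 20 nM; FP after 5 hr.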
Tau ThT inhib: blocks human tau fibril formation measured by thioflavin T; P10636; 270,000 compounds, 2.1% hits; recombinant tau K18 P301L (four-repeat tau fragment), heparin-induced fibrillization, ThT fluorescence; Potency, µM (highest dose often 57.4 µM), for inactives: top-dose activity, negative = inhibition, usual class: inhibitors; further: nearly all actives have a fitted effect of over 55% in size
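Tau K18 P301L fragment (15 uM unlabeled plus 0.24 uM Alexa 594-labeled) in 100 mM sodium acetate pH 7 with compound, fibrillization induced by 20 uM heparin for 6 hr at 37 C. Thioflavin T (30 uM) added, fluorescence read after 1 hr (ex 450, em 510 nm).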
L3MBTL1 block: blocks human L3MBTL1; AlphaScreen L3MBTL1–H3K9me1 peptide binding; Potency, µM (series often up to 57.1 µM), for inactives: at the top dose activity, negative = inhibition, actives largely listed as inhibitors; 230,000 compounds, 0.66% hits; further: nearly all actives have a fitted effect of over 60% in size
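AlphaScreen proximity signal between nickel-chelate acceptor and streptavidin donor beads (final 10 ug/mL) reports binding of 50 nM L3MBTL1 to 75 nM biotin-H3 K9me1 peptide; complex incubated with compounds 30 min at room temperature; cefsulodin titration as control.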
JMJD2E inh: inhibitors of human JMJD2E histone demethylase | B2RXH2 | JMJD2E catalytic domain, FDH-coupled NADH fluorescence (FDH is formaldehyde dehydrogenase) | Potency, µM (top dose mostly 57.1 µM), inactives show at the top dose activity change, negative = inhibition, usual class: inhibitors | 230,000 compounds, 1.6% hits; active means well fitted inhibition curve with a large enough effect, not every such curve was filed as active; inconclusive means small, poorly fitted or top-dose-only effect, or another doubt; inactive means no such curve, though single readings can be large or run the other way;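 further: 0% = wells with enzyme and -100% = buffer wells without enzyme; nearly all actives have a fitted effect of over 50% in size; many of its hits are not listed in these tables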
Active calls of the source: *; i = inactive; ? = inconclusive; · = no result given; [ ] = another dose, or the depositor's remark. Unless noted, the call rests on the fitted dose curve; in most records, active means well fitted curve in the direction sought with a large enough effect; inconclusive means small, poorly fitted or top-dose-only effect, or another doubt; inactive means no such curve, though single readings can be large; an effect the other way counts as inactive or inconclusive. Unless noted, on the % scale 0 is the no-effect control and ±100 the full control effect; potency means the concentration at half of the fitted maximal effect.

entry | structure | TR SRC2 fluor cs | RGS12 GoLoco inh | RECQ1 inh | Tau FP inhib | TRb-SRC2 inh | Tau ThT inhib | L3MBTL1 block | JMJD2E inh
1 | O=C1[C@H]2[C@H]3[C@H](O)[C@H](O)C/C(=N/OCc4ccccc4)[C@@H]3CC[C@@H]2C(=O)N1Cc1ccccc1 | 0%[11.2 µM] | · | -2%[11.5 µM] | 4%[11.6 µM] | 1%[11.2 µM] | 0%[11.5 µM] | · | ·
2 | Cc1ccc(-c2nc(SCC(=O)Nc3ccccc3OC(F)F)c3c(C)c(C(=O)O)sc3n2)cc1 | -15% | 4% | 25µM* | -9% | ? | ? | · | ?
3 | O=C(C1=C[C@H](C2CCCCC2)C[C@H](OCCCCO)O1)N1CCN(Cc2ccc3c(c2)OCO3)CC1 | -2% | -3% | i | 14% | 3% | -10% | -10% | 0%
4 | O=C(NCC(c1cccnc1)N1CCN(Cc2ccccc2)CC1)C(=O)Nc1cccc(Cl)c1 (centres undefined) | -2% | · | · | ? | -7% | 5% | · | ·
5 | CCOC(=O)N1CCN(C(=O)c2ccc3c(c2)ncn3C2CCCC2)CC1 | 0% | 4% | i | -3% | -4% | -11% | 1% | 4%
6 | COc1cc(/C=N/NC(=O)C2CCN(CC(O)COCc3ccccc3)CC2)ccc1O (centres undefined) | -1% | 7% | -3% | -3% | -4% | -3% | · | ?
7 | CCOC(=O)CSc1nnc([C@@H](NC(=O)OC(C)(C)C)C(C)C)o1 | -1% | 3% | -1% | -1% | -3% | 6% | 1% | -5%
8 | Cc1ccccc1C=O | 1% | 2% | 7% | · | -3% | · | 2% | ·
9 | COc1cccc(N(C(=O)CS(=O)CC(=O)Nc2ccc(F)cc2)C(C(=O)NC2CCCCC2)c2cccs2)c1 (centres undefined) | ? | 0% | -5% | 6% | 1% | 3% | -9% | 3%
10 | CCC(=O)N1CCc2cc(Br)cc(S(=O)(=O)NCCc3cccc(C)c3)c21 | -27% | · | · | -2% | 1% | -11% | · | ·
11 | CCOC(=O)N1CCN(C(=O)CN(c2ccc(OC)c(OC)c2)S(C)(=O)=O)CC1 | -1% | 2% | 2% | 6% | -3% | -8% | 2% | 4%
12 | CCN(CC)CCSc1nc(O)c(-c2ccccc2)c(=O)n1-c1ccccc1 | -1% | 13% | i | -13% | 1% | 1% | -1% | 5%
13 | O=C(C1CCN(S(=O)(=O)c2ccccc2)CC1)N1CCOCC1 | 0% | -5% | -1% | 7% | -6% | 0% | · | -1%
14 | O=C(Cc1ccccc1)Nc1cc(C(=O)c2ccccc2)ccc1N1CCOCC1 | -5% | 164% | -12% | 2% | -10% | -8% | · | -1%
15 | CN(C)CCCN(Cc1ccccc1)C(=S)Nc1cccc(C(F)(F)F)c1 | -2% | · | -6% | 0% | -2% | -9% | -4% | 2%
16 | Cn1c(=O)c(-c2ccccc2)nn2c3ccccc3nc12 | 0% | 1% | -6% | -4% | -14% | -4% | 4% | 2%
17 | CC(C)c1ccc(NS(=O)(=O)c2ccc3[nH]cc(C(=O)NC4CCCCC4)c(=O)c3c2)cc1 | -3% | · | · | 3.5µM* | 2% | ? | · | ·
18 | COc1ccc(NC(=O)CSc2nnc(-c3ccccc3F)n2C2CC2)cc1S(N)(=O)=O | -1% | 8% | -3% | -1% | -7% | -8% | -6% | 3%
19 | Cc1ccc([N+](=O)[O-])cc1S(=O)(=O)N1CCn2cccc2C1c1ccccc1F (centres undefined) | -2% | · | · | -1% | -6% | -12% | · | ·
20 | O=C(Nc1nccs1)c1cnccn1 | -6% | -10% | 1% | 4% | -7% | -5% | 23% | 1%
21 | COc1cccc(C(=O)NCC(c2ccc(N(C)C)cc2)N2CCOCC2)c1OC (centres undefined) | 0% | · | · | -5% | 0% | ? | · | ·
22 | CCOc1ccc(C(=O)Nc2ccc(C(=O)OCc3cc(=O)n4c(C)csc4n3)cc2)cc1 | -4% | · | · | -11% | 13% | 18% | · | ·
23 | O=C(NCc1ccco1)C1CCCN1C(=O)Nc1ccccc1 (centres undefined) | -2% | -7% | -1% | -3% | 20% | -3% | · | -9%
24 | COC(=O)c1cc2oc3ccccc3c2n1Cc1nc(-c2ccccc2Cl)oc1C | ? | · | · | ? | 1% | -9% | · | ·
25 | COc1ccccc1N1C(=O)c2ccccc2NC1C(OC)OC (centres undefined) | 2% | 4% | -15% | -11% | -10% | -5% | 3% | -4%
26 | COc1cc(OC)c(NC(=O)CCCn2nc(C)c3c(C)n(-c4ccccc4)nc3c2=O)cc1Cl | 0% | · | · | 0% | 1% | 5% | · | ·
27 | Cc1ccc(OCC(=O)N2CCN(c3nnc(-c4ccc(C)cc4)c4ccccc34)CC2)cc1 | -2% | 0% | -9% | 9% | 4% | ? | · | -9%
28 | O=C(NC(=S)Nc1ccc2oc(-c3cccnc3)nc2c1)c1cccc(Cl)c1 | -2% | 11% | -8% | 0% | -8% | ? | 6% | -2%
29 | O=C(O)CCN1C(=O)S/C(=C\c2cccnc2)C1=O | -3% | -2% | 2% | -15% | -8% | -12% | 1% | -14%
30 | Cc1nc(-c2cccs2)sc1C(=O)O | 1% | 5% | -7% | -1% | 5% | · | · | ?
31 | CC(C)(C)OC(=O)N1CCC(c2c(C(=O)Nc3ccc4c(c3)OCCO4)cnn2-c2ccccc2)CC1 | 0% | · | · | 5% | -4% | -10% | · | ·
32 | COc1ccc(C2=NC(c3ccccc3)=Nc3ccc(C)cc3N2)cc1 | -2% | · | · | 2% | 2% | ? | · | ·
33 | O=C(CC(=O)NN=C1CCCC1)NCCc1ccccc1 | 5% | 7% | -4% | -3% | -5% | -1% | 0% | 13%
34 | CCn1c(SCC(=O)OCc2ccccc2)nc2c1c(=O)n(C)c(=O)n2C | 0% | 7% | i | 5% | 0% | -4% | 8% | 5%
35 | CCn1ccnc1CN(C)Cc1cn[nH]c1-c1ccc(OC)c(F)c1 | 0% | 6% | i | -10% | -6% | -7% | -2% | 12%
36 | Cc1cc(N2CCC(C)CC2)nc(SCC(=O)c2ccccc2)n1 | -7% | 11% | 4% | -2% | 4% | ? | 4%[11.4 µM] | -2%
37 | O=C(NO)c1ccccc1O | 0% | 11% | 0% | 4% | 6% | -6% | 6% | 10µM*
38 | CC(C)(C)C(=O)Nc1ccc(N=Nc2ccccc2)cc1 | -3% | 13% | -13% | -10% | 1% | -14% | 9% | 25%
39 | COC(=O)c1c(NC(=O)CN2CCC3(O)CCCCC3C2c2ccc(F)cc2)sc(C)c1C (centres undefined) | -1% | 18% | -11% | 8% | 7% | -17% | -6% | ?
40 | Cc1noc(C)c1-c1ccc2ncnc(NCC3CCCCN3C)c2c1 (centres undefined) | 0% | · | 16% | · | -6% | · | -26% | ·
41 | O=C(NC(=S)Nc1ccc(NC(=O)c2cccs2)cc1)c1ccc([N+](=O)[O-])cc1 | -3% | · | -2% | 1% | -4% | ? | 8% | -10%
42 | COc1ccc(NC(=O)N(CCC(C)C)C(C)c2cccs2)c(OC)c1 (centres undefined) | -3% | · | · | 13% | 0% | -12% | · | ·
43 | O=C(c1ccc(S(=O)(=O)N2CCOCC2)cc1)N1CCN=C1SCc1cccnc1 | -5% | 7% | -11% | -1% | -5% | -14% | -2% | 6%
44 | CCCCN(C)CCCNC(=O)/C=C1\Sc2ccccc2NC1=O | -1% | 9% | -4% | -6% | -7% | -10% | 5% | -6%
45 | CCNc1nc(NCC)nc(N/N=C/c2ccc(Br)cc2)n1 | -1% | 0% | -14% | 0% | 0% | -16% | -19% | 12%
46 | O=C(O)C1CCN(C(=O)CCc2ccccc2)CC1 | -1% | 5% | -12% | 2% | 2% | -5% | 3% | 5%
47 | COc1ccccc1CNC(=O)CCS(=O)(=O)c1cccs1 | 0% | 1% | -24% | 2% | -17% | 4% | 4% | -3%
48 | O=C(OCC(=O)c1c[nH]c2ccccc12)c1cccc(S(=O)(=O)N2CCCCCC2)c1 | -2% | -8% | -12% | ? | -6% | 7% | -5% | -6%
49 | Cc1cc(C)c2c(=O)n(CC(=O)Nc3ccc(Br)c(C)c3)sc2n1 | -3% | -26% | -5% | ? | 2% | ? | 3% | ?
50 | O=C(CN1CCSCC1)N/N=C/c1ccc(F)c(F)c1 | 0% | -9% | 0% | 3% | 5% | -4% | · | -20%

Remaining list, next part.
entry | structure | TR SRC2 fluor cs | RGS12 GoLoco inh | RECQ1 inh | Tau FP inhib | TRb-SRC2 inh | Tau ThT inhib | L3MBTL1 block | JMJD2E inh
51 | Cc1cc(C)cc(NC(=O)C2CCN(S(=O)(=O)c3c(C)noc3/C=C/c3ccco3)CC2)c1 | -1% | · | · | -1% | 1% | 3% | · | ·
52 | Cc1ccc(C(=O)N2CCN(c3ccc(NC(=O)c4cccnc4)cc3)CC2)cc1 | -4% | 1% | i | 7% | -1% | ? | · | -3%
53 | Cc1cc(C)cc(NC(=O)C(=S)NCc2ccccc2)c1 | 1% | 6% | i | -7% | 4% | -7% | 2% | 1%
54 | Cc1c(O)c(CN2CCCC2)cc2c1oc(=O)c1ccccc12 | 1% | 5% | i | 10% | -2% | -10% | 6% | -22%
55 | CCOc1cccc2c1OC1(CCCCC1)N1N=C(c3cccnc3)CC21 (centres undefined) | -2% | -10% | -3% | 2% | 5% | ? | 14% | ?
56 | O=C(O)CCCN1C(=O)C2C3CCC(O3)C2C1=O (centres undefined) | -1% | -5% | -5% | 5% | -4% | 6% | 6% | 12%
57 | COc1ccc([N+](=O)[O-])cc1N(CC(O)CN1CCCC1)S(=O)(=O)c1ccc(C)cc1 (centres undefined) | 4% | -2% | -6% | -3% | 2% | -14% | -8% | -1%
58 | COC(=O)c1ccc(NC(=O)CC2C(=O)N(c3ccccc3)C(=O)N2C2CCCC2)cc1 (centres undefined) | -1% | · | · | -5% | -2% | -11% | · | ·

Not all compounds are listed; count on the stated rates, not on these rows.
